Screens from PubChem BioAssay.
PrPC TRFRET: inhibitors of human cell surface prion protein PrPC, primary screen, cell-based, TR-FRET; Major prion protein (Homo sapiens), P04156; TR-FRET read-out; inhibition, % at 13.8 µM; actives 0.43% (n = 370,000); in the data active = inhibition above about 24%; also: 0% = median of the test wells and 100% = reference compound wells
Anthrax LF prot: Bacillus anthracis LF protease inhibitors, primary screen, biochemical, multiplex microsphere, MLPCN library; Lethal factor (Bacillus anthracis), P15917; multiplex microsphere protease cleavage assay; inhibition, % at 10 µM; actives 0.12% (n = 360,000); also: plate controls were buffer without enzyme for full effect and enzyme alone for no effect
PfHsp40 yeast: rescue of yeast from PfHsp40 toxicity, primary screen, S. cerevisiae, ATP luminescence | actives 0.68% (n = 340,000) | S. cerevisiae expressing PfHsp40, growth rescue | growth rescue, % at 12.5 µM | AID 504582, 2011; in the data active = growth rescue above about 28%, passing the limit was not always enough; inconclusive = no clear call, values can overlap the other calls;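 also: yeast W303a lacking pdr1 and pdr3 grown in galactose medium; growth measured after three days at 30 °C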
SSB-PriA inh: inhibitors of Klebsiella pneumoniae PriA binding to SSB C-terminal tail, primary screen, biochemical, AlphaScreen; inhibition, % at 33 µM; AlphaScreen SSBct-PriA binding, biotinylated peptide; PriA–SSB C-terminal tail interaction (Klebsiella pneumoniae); AID 1272365, 2023; actives 0.6% (n = 430,000); in the data active = inhibition mostly above about 37%, no sharp cut-off; inactive = mostly below about 20%;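 also: plate controls were negative control peptide for no effect and reference peptide for full effect; strong numbers were not always called active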
BoNT A protease: BoNT/A light chain protease inhibitors, primary screen, biochemical, flow cytometry, MLPCN library; inhibition, % at 10 µM; actives 0.17% (n = 360,000); multiplex microsphere protease substrate cleavage; Botulinum neurotoxin type A light chain protease (Clostridium botulinum A str. ATCC 3502); AID 588499, 2011; also: plate controls were buffer without enzyme for full effect and enzyme alone for no effect
BH1578 lux ind: inducers of Vibrio cholerae quorum light production without autoinducers, primary screen, BH1578 luxS cqsA deficient, single point | actives 0.16% (n = 350,000) | V. cholerae BH1578 lux reporter, luminescence, 6 h | activation, % at 18.7 µM | AID 588436, 2011; in the data active = activation mostly above about 9.7%, no sharp cut-off; inconclusive = no clear call, values can overlap the other calls; inactive = mostly below about 3.7%; also: not every result past the cut was called active; inactives centre near 0; reference of the scale not given here
TcdB GH inh: TcdB glycohydrolase inhibitors, primary screen, biochemical, single point, plate reader; Toxin B (Clostridioides difficile), P18177; TcdB glycohydrolase enzymatic assay; inhibition, % at 9.99 µM; actives 0.24% (n = 350,000); AID 652162, 2013; in the data active = inhibition above about 10%
Y pestis TopoI: Yersinia pestis topoisomerase I inhibitors, primary screen, biochemical, cleavage product accumulation, plate reader, single point. DNA topoisomerase I (Yersinia pestis CO92). Y. pestis Topo-I cleavage product accumulation. activity, % at 10 µM. actives 0.064% (n = 360,000); in the data active = activity above about 50%, passing the limit was not always enough; inconclusive = no clear call, values can overlap the other calls; also: inactives centre near 2
3CLpro inhibitor: SARS-CoV 3CLpro protease inhibitors, primary screen, biochemical, quenched FRET; Replicase polyprotein 1ab (Severe acute respiratory syndrome coronavirus), P0C6X7; recombinant SARS-CoV 3CLpro, quenched FRET peptide cleavage; inhibition, % at 6 µM; actives 0.14% (n = 290,000); in the data active = inhibition above about 12%
An asterisk follows results filed as active; i = inactive; ? = inconclusive; · = no result given; & = joins results of further samples. Rule as the data show it, unless noted: active = inhibition above about 30%; inconclusive = no clear call, values can overlap the other calls; inactive = below that. Not all compounds are listed; the hit share may differ from the screen's.

Every second line gives: 3CLpro inhibitor, Anthrax LF prot, SSB-PriA inh, PrPC TRFRET, BH1578 lux ind, PfHsp40 yeast, TcdB GH inh, Y pestis TopoI, BoNT A protease
COc1cc(C(=O)NC2CCCc3ccccc32)cc(OC)c1OC (stereo unspecified)
 : 1, -2, -8, 0, -1.0, 0.6, 1.6, 7, 1.0
COCCN(C(=O)COC(=O)CCC1CCCCC1)c1c(N)n(Cc2ccccc2)c(=O)[nH]c1=O
 : ·, -2, ·, -5, 0.5, ·, 0.8, -11, -0.4
COc1ccc(-c2nc(-c3ccccn3)nc(N3CCN(C)CC3)c2C#N)cc1
 : 2, -6, 2, -7, 1.0, -0.9, 0.8, 14, 0.7
COc1ccc(-c2csc(Nc3cccc(C)n3)n2)cc1
 : -1, -7, -8, 9, i, -0.1, -3.6, -5, -1.0
O=C(CCC(=O)N1CCOc2ccc(Cl)cc21)N1CCN(c2ccccn2)CC1
 : 1, 12, -8, -4, -0.2, 0.6, 0.7, 21, 0.1
Cc1nc2ccc(F)cc2cc1C(=O)Nc1cccc(Cl)c1C
 : 2, -1, 2, 6, i, -0.7, ·, 2, 0.1
COc1ccc(S(=O)(=O)N2CCC(C(=O)N[C@H](C(=O)NC3CCCC3)C(C)C)CC2)cc1
 : 1, 0, 7, 2, -0.3, 0.0, 0.6, -1, 1.7
Cc1nnc(SCC(=O)Nc2sc3c(c2C#N)CCCCC3)n1N
 : 1, -10, 2, 5, i, -0.7, ·, -3, -0.8
Cc1ccc2nc(/C(C#N)=C/c3ccc(-c4cccc([N+](=O)[O-])c4)o3)[nH]c2c1
 : -3, 5, 0, -2, -0.2, 0.1, 0.4, -5, 6.6
Cc1ccc2c(Cl)cc(Cl)c(OCC(=O)N3CCOCC3)c2n1
 : ·, 1, 0, 5, i, 0.3, -12, -4, -0.3
COc1ccc(C(=O)Nc2cccc(OC(=O)c3ccc(C)c(C)c3)c2)cc1
 : 2, -1, -2, 8, i, -0.5, ·, -11, 1.1
CCOC(=O)/C(C#N)=C/c1cc2ccc(C)cc2nc1Cl
 : 2, 1, 5, 5, -0.2, 0.3, 1.0, -5, 0.6
COc1cc(/C=C2\SC(=S)N(Nc3ncc(C(F)(F)F)cc3Cl)C2=O)cc(OC)c1OC
 : 2, 62*, 14, -1, 0.3, 0.2, ·, 2, 83*
Cc1cccc(-c2nc(CN3CCCC(C(=O)NC4CCCCC4)C3)c(C)o2)c1 (stereo unspecified)
 : -1, -7, -7, 3, i, -0.1, ·, 18, 1.0
CCCCN1CC(COc2ccccc2)Oc2cccc(F)c2S1(=O)=O (stereo unspecified)
 : ·, -2, -12, 9, i, 3.3, 4.2, 41, 0.0
CCC1CN(C(=O)Nc2cccc(C)c2)c2cc(C)ccc2O1 (stereo unspecified)
 : 2, -3, -20, -3, i, -0.6, -1.6, 30, -0.7
O=C(Nc1cccc(NC(=O)c2ccc(Br)o2)c1)c1ccccc1
 : 0, 0, -3, -5, -16, 4.3, -0.2, -1, -0.3
Cc1cc(OCC(=O)N2CCC(C(N)=O)CC2)c2c(C)cc(=O)oc2c1
 : -1, -3, -8, 6, -0.4, 0.1, 0.7, 4, -0.6
Cn1c(C(=O)NCCCN2CCN(c3ccccc3F)CC2)cc2c(=O)[nH]c3ccccc3c21
 : -7, -10, -7, -8, -1.9, -0.9, ·, 21, -0.1
Cc1cc(OCC(=O)NC(C)(C)C)ccc1Cl
 : -4, 2, -20, 6, -0.4, -1.5, 0.7, -2, 0.4
COc1ccc(CCNC(=O)c2c([S-])n(-c3ccc(C)cc3)c3cccc[n+]23)cc1
 : 5, -4, 7, 11, -0.4, 0.6, 1.5, -4, 6.8
COc1ccccc1NC(=O)c1c(N=Cc2c(O)ccc3ccccc23)cnn1C
 : 3, -1, 8, -3, -0.7, -0.6, 1.4, 11, -1.1
COc1ccc(NC(=O)C2C3C=CC4(O3)C2C(=O)N(CCN2CCCCC2)C4C(=O)NC2CCCC(C)C2C)cc1 (stereo unspecified)
 : 4, 2, -10, -7, -0.2, -1.5, 1.6, -10, 1.3
CCn1c(=O)c(C(=O)NCCCO)c(O)c2ccccc21
 : 0, -2, -20, 12, i, -0.7, ·, 1, -0.3
O=C(/C=C/c1cccs1)N1CCCCC1
 : 2, 2, -1, -4, -0.9, -0.2, 2.0, 4, -0.3
CC(=O)N1CCN(c2ccccc2NC(=O)c2cccc3c(Cl)cccc23)CC1
 : 3, 8, 3, 4, i, 1.7, 1.4, 19, -3.6
CCc1nnc(NC(=S)Nc2ccccc2)s1
 : 3, 0, -10, 5, 0.5, -1.5, 0.7, -4, -0.8
COc1ccc(C(=O)N2CCC(C)(C(=O)O)C2)cc1OC (stereo unspecified)
 : ·, -1, ·, -1, 1.2, ·, 0.8, 4, 0.1
COc1ccc(NC(=O)c2cc(S(=O)(=O)N3CCCC3)c[nH]2)cc1
 : 3, 2, -10, -4, ·, 0.1, 1.9, 4, 0.4
O=c1c(Cc2c(F)cccc2Cl)c(O)ccn1Cc1ccc(F)cc1
 : 0, -5, -10, 0, -1.5, -1.5, 0.5, 5, -5.8
CCS(=O)(=O)N1CCC(C(=O)N2CCN(c3ccccc3)CC2)CC1
 : 4, 2, 5, -1, -1.6, 1.1, ·, 4, 0.8
Cc1nc(SCC(=O)NC2CCCC2)[nH]c(=O)c1C
 : 3, 4, -18&-5, 1, -0.3, -0.5, 1.7, -2, 2.7
CCOc1cc(Br)cc(/C=N/NC(=O)c2cccnc2)c1O
 : 0, -3, ·, 10, -0.5, 25, -0.7, 1, 4.2
COc1cccc(/C=N/NC(=O)CNC(=O)c2cccnc2)c1O
 : 0, -3, ·, -7, 0.4, -1.9, -19, -1, -2.3
Cc1cc(OCC(=O)Nc2ccc(S(=O)(=O)N3CCN(C)CC3)cc2)ccc1Cl
 : -2, -6, -3, 0, -0.3, -0.1, ·, 0, -2.0
Cc1nc(CSc2n[nH]c(=O)n2-c2ccccc2)cs1
 : 4, 7, 0, 2, i, 0.6, 0.2, -2, ?
CC(C)C(=O)n1nc(-c2cccnc2)nc1NCc1cccs1
 : -4, -4, 2, 6, -0.2, -0.7, 3.9, -1, -0.9
O=C(CNS(=O)(=O)c1ccc2c(c1)OCCCO2)N1CCN(c2ccc(F)cc2)CC1
 : ·, -8, 5, -8, -2.1, 0.7, 0.2, 18, 2.8
CC(=O)Nc1cccc(OCCCNS(=O)(=O)c2ccc(C#N)cc2)c1
 : -14, 0, 5, -1, -0.2, 0.7, 1.8, -6, -2.7
Cc1[nH][nH]c(=O)c1N=Nc1ccc(F)cc1
 : -5, 4, -13, -12, -0.6, 0.9, 1.0, 1, -0.8
COc1ccc([N+](=O)[O-])cc1NC(=O)Nc1ccccc1
 : 2, -2, 10, -4, -0.8, -1.0, ·, -12, -0.2
CC(C)(C)C1CCC(=NNC(=O)CN(c2ccccc2)S(C)(=O)=O)CC1 (stereo unspecified)
 : 4, 1, 5, -2, -0.4, -0.4, -1.2, -2, -0.9
CCc1cccc2c1NC1(CCCC1)CC2C (stereo unspecified)
 : -2, ?, 10, 1, -0.4, 2.5, 1.2, -3, ?
O=C(O)CC/C(=N\NC(=O)CNC(=O)c1cccc(Cl)c1)c1ccccc1
 : 4, 1, ·, 8, -0.1, -1.2, 0.2, 4, 0.0
C[C@H](CO)N1C[C@H](C)[C@@H](CN(C)S(=O)(=O)c2cccs2)Oc2ccc(NS(=O)(=O)c3ccccc3)cc2C1=O
 : ·, -12, -6, 4, -0.5, -1.0, 0.1&-0.2, -3, -0.6
CCc1cccc(OCC(=O)Nc2c[nH]c(=O)[nH]c2=O)c1
 : 0, -3, -6, 0, -0.2, 1.2, -0.3, 10, -1.4
O=S(=O)(CC12C3C4C5C1C2C(Br)(C43)C51OCCO1)c1ccccc1 (stereo unspecified)
 : -6, -6, -12, 5, -0.6, 3.0, 1.7, 2, -0.6
Cn1c(=O)c(=O)n(C)c2cc(S(=O)(=O)N3CCCC3C(=O)NCc3cccs3)ccc21 (stereo unspecified)
 : 3, -4, -7, -3, i, -2.2, 1.6, 1, -0.1
CCCN1C(=O)C(O)(C2COC(C)(C)CC2=O)c2ccccc21 (stereo unspecified)
 : -1, -3, 2, -9, -0.3, -1.1, -1.8, -10, -0.3
Cc1ccccc1C(=O)Nc1nnc(-c2ccco2)s1
 : 7, 0, -17, 4, i, -1.2, 1.1, 6, 0.0
Cc1cc(Br)ccc1N=C1NC(=O)CS1
 : -5, 3, -5, 6, i, -0.8, 1.4, -1, -2.4
COc1ccc(CNC(=O)C(NS(=O)(=O)c2cccc3nsnc23)C(C)C)cc1 (stereo unspecified)
 : 2, 1, -9, -20, -0.4, -0.5, -0.5, 1, 0.5
C/C(=N\OC(=O)c1ccc(Br)cc1)c1ccccn1
 : -1, 0, ·, 2, -0.3, -0.5, 0.8, 0, -0.4
C[C@@H](C(=O)OCn1nnc2ccccc2c1=O)N1C(=O)C2CCCCC2C1=O (stereo partly specified)
 : 0, 1, -9, 1, -0.9, 0.0, -2.5, 2, -0.2
CCOC(=O)Cn1c(=O)oc2cc(S(=O)(=O)Nc3cc(Cl)ccc3OC)ccc21
 : -2, 2, -6, -4, ·, -0.6, 0.0, 13, -0.2
COc1ccccc1N1CCN(C(=O)c2c(-c3c(F)cccc3Cl)noc2C)CC1
 : -2, 0, 5, 2, 0.4, -1.0, 0.6, 10, -0.3
O=C1CC(c2ccccc2)Oc2ccc(Cl)cc21 (stereo unspecified)
 : ·, 0, -17, -6, ·, -0.8, 1.4, 19, -0.8
O=C(CCC(=O)N1CCOc2ccc(Cl)cc21)NCCCN1CCN(Cc2ccccc2)CC1
 : 4, -5, -12, -13, -0.4, 0.7, 0.6, 12, -0.7
NS(=O)(=O)c1ccc(CCNc2nc(C(F)(F)F)nc3ccccc23)cc1
 : 4, 1, 4, 11, -3.1, -0.4, 1.3, -6, -2.4
COc1cc(/C=C2/C(=O)ON=C2c2ccccc2)ccc1O
 : -2, 1, -2, -3, -0.2, 1.1, ·, -2, -0.7

(further entries)
Every second line gives: 3CLpro inhibitor, Anthrax LF prot, SSB-PriA inh, PrPC TRFRET, BH1578 lux ind, PfHsp40 yeast, TcdB GH inh, Y pestis TopoI, BoNT A protease
CCCn1c(SCC(=O)NCc2ccc(F)cc2)n[nH]c1=O
 : -4, 1, -1, -2, -0.7, -0.1, 0.9, 2, 1.0
CCC(=O)c1coc2ccc(O)cc12
 : -3, 0, -14, -10, 25*, 0.0, ·, -9, -0.2
CCCCN(CC)CCCNC(=S)Nc1ccc2nc(N3CCN(CC)CC3)cc(C)c2c1
 : -6, -3, 10, -17, -0.9, -0.6, 0.8, 0, -0.3
CCS(=O)(=O)N1CCN(C2CCC(C)CC2)CC1 (stereo unspecified)
 : 0, 1, -14, 0, -6.7, -1.3, ·, 5, 0.8
c1ccc(CCn2nnc3ccccc32)cc1
 : 9, 1, -11, -6, -0.3, -0.3, 0.2, 0, 0.1
O=C(c1cc(-c2ccncc2)nc2ccccc12)N1CCN(c2ccccc2O)CC1
 : 0, -1, 1, -12, i, 1.5, 3.7, 14, -9.0
